Source: PubChem BioAssay (Sanford-Burnham Center for Chemical Genomics)
Gli-Sufu antag: antagonists of Gli-Sufu signaling | Sufu-KO-LIGHT fibroblasts, Gli luciferase reporter luminescence | AID 588413 | 340,000 tested, 0.74% active | inhibition, % at 5 µM;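 active = inhibition above about 55%, limit read from the data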;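 note: 0% = DMSO-treated cells and 100% = wells with medium but no cells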
CCR6 antag: antagonists of human CCR6 receptor | CHO-K1 CCR6 PathHunter beta-arrestin, luminescence, CCL20-stimulated | 340,000 tested, 0.49% active | inhibition, % at 20 µM;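 active = compounds whose inhibition of the agonist-driven luminescence signal at 20 µM reaches about 50%, limit read from the data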;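 note: cells stimulated with CCL20 at 14 nM final; plate controls were DMSO with CCL20 for no effect and DMSO without agonist for full effect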
Target sequence (P51684 whole entry, looked up): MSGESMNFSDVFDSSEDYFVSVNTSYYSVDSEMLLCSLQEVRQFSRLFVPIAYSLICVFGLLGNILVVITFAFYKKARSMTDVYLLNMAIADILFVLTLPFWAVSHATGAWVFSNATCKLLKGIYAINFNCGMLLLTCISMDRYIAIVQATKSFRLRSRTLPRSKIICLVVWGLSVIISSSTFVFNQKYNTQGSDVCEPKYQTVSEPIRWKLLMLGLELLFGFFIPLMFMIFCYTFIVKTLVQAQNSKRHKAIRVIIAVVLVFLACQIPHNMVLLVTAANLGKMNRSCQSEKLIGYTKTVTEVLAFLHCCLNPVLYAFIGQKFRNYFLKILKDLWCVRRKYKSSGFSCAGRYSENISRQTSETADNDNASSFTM
CXCR6 inh: blocks human CXCR6 beta-arrestin recruitment. CHO-K1 PathHunter CXCR6 beta-arrestin, luminescence. O00574. 360,000 tested, 0.36% active. inhibition, % at 20 µM. AID 602244; in the data active = inhibition above about 34%, passing the limit was not always enough;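 note: antagonist mode with CXCL16 agonist at 10 nM final; 0% = 10 nM CXCL16 with DMSO and 100% = unstimulated wells without agonist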
Target sequence (O00574 whole entry, looked up): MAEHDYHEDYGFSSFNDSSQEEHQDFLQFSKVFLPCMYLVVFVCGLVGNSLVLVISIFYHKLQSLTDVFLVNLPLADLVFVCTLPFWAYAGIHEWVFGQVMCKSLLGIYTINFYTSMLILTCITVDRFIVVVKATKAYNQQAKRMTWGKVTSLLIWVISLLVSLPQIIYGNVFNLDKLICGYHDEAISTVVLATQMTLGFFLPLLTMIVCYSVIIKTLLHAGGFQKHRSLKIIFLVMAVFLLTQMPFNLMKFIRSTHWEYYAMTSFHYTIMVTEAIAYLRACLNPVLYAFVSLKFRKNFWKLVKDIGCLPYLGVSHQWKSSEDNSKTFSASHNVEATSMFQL
CHOP UPR activ: activators of apoptotic arm of unfolded protein response (CHOP); activation, % at 10 µM; 330,000 tested, 0.34% active; AID 449763; CHO-CHOP luciferase reporter, UPR activation, luminescence; percent of tunicamycin response over DMSO baseline;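 active = at 10 µM dose, activation of 40% or more, normalized to positive control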;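 note: 100% = tunicamycin at 10 µg/mL and 0% = DMSO alone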
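Test system: CHO CHOP reporter cells. Input: 500 CHO-CHOP cells per well. Medium: F12 with 10% FBS. Technique: luciferase luminescence. Measure: percent activation relative to tunicamycin control. Dosing: 10 µM compound, 0.5% DMSO. Timing: 16-18 h cell attachment, then 6 h compound exposure, 37 °C.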
Jurkat NFkB inh: lowers PMA/ionomycin-induced NF-kB signal in Jurkat cells. PMA/ionomycin-induced NF-kB luciferase reporter, luminescence. inhibition, % at 4 µM. 330,000 tested, 0.53% active. AID 435003; in the data active = inhibition above about 50%
EBI2 antag: antagonists of human EBI2 receptor. 360,000 tested, 0.81% active. AID 651636. inhibition, % at 5 µM. P32249. EBI2 beta-arrestin recruitment, luminescence, 7a,25-OHC stimulated; in the data active = inhibition above about 38%;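 note: enzyme fragment complementation signal reports receptor beta-arrestin coupling in cells; 0% = agonist plus DMSO wells and 100% = wells without agonist; some results beyond the cut were filed as inactive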
Target sequence (P32249 whole entry, looked up, the tested form may be a part): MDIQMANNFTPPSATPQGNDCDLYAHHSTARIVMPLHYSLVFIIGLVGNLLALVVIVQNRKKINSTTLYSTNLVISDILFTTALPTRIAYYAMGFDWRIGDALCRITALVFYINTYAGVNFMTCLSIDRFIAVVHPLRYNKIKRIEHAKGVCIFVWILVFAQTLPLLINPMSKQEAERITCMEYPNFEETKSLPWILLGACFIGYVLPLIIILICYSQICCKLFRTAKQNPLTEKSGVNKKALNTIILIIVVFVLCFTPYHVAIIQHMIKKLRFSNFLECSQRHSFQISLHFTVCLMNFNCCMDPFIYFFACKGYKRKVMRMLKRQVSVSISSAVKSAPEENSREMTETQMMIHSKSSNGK
697 NFkB inh: lowers PMA/ionomycin-induced NF-kB signal in 697 B cells | 697 B-cell NF-kB luciferase reporter, 16 h | inhibition, % at 4 µM | 330,000 tested, 0.33% active | AID 435022; in the data active = inhibition above about 35%
Mdm2-MdmX inh: human Mdm2/MdmX binding inhibition. inhibition, % at 8 µM. 330,000 tested, 3% active. SaOS-2 split-luciferase Mdm2/MdmX complementation, luminescence;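 active = inhibition of at least 50% at 8 µM in the primary screen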
UPR XBP1 act: activators of adaptive arm of unfolded protein response (XBP1); CHO-XBP1 luciferase reporter, IRE1-XBP1 UPR activation, luminescence; percent of tunicamycin response, DMSO as zero; activation, % at 20 µM; 330,000 tested, 0.33% active;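 active = versus positive control, 20 µM dose yields 30% or more activation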;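 note: 100% = tunicamycin at 10 µg/mL and 0% = DMSO only wells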
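Material: CHO-XBP1 cells stably carrying IRE1-XBP1-driven luciferase reporter | Medium: F12 with 10% serum | Compound dosing: 20 µM single concentration, DMSO 1% | Incubation: Overnight seeding at 37 °C, 6 h compound treatment at 37 °C | Detection: Steady-Glo luminescence read | Read-out basis: % activation of reporter signal versus tunicamycin and DMSO controls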
Active calls of the source: *; / = no result given; & = joins results of further samples. The order is random; any-hit rate near 5%.

SMILES	Gli-Sufu antag	CCR6 antag	CXCR6 inh	CHOP UPR activ	Jurkat NFkB inh	EBI2 antag	697 NFkB inh	Mdm2-MdmX inh	UPR XBP1 act
CCOC(=O)c1ccc(N=C2NC(=O)CS2)cc1	-2	-22	0	0.3	-1	-10	12	-22	1
O=C(NCCc1ccccc1)C1CCCN(c2cnccn2)C1 (configuration not stated)	-6	3	8	1.3	-6	2	-15	17	-3
CCCc1nnc(NC(=O)CCC(=O)N2CCN(c3nc(C)cc(C)n3)CC2)s1	-3	2	-2	-0.1	-7	0	-3	10	0
Cc1ccc(-n2nnnc2-c2nc3ccccc3s2)cc1	-2	10	-2	-1.1	-16	1	9	6	2
COc1ccc(N/N=C(C)/C(=N/O)C(=O)Nc2ccccc2)cc1	20	10	-1	0.2	4	2	-8	-7	-2
O=C1CC(c2ccco2)CC2=C1C(c1ccccc1)n1nc(C(F)(F)F)nc1N2 (configuration not stated)	2	10	-3	-2.0	9	6	13	11	-1
Cn1c(COc2ccc3ccccc3c2)nnc1SCC(=O)O	5	20	8	0.5	6	-14	-7	-45	-3
C=CCc1cccc2cc(C(=O)N3CCOCC3)c(=O)oc12	2	6	6	0.3	-3	-4	-32	-24	-2
COCCc1ccc(OCC(O)CNC(C)C)cc1 (configuration not stated)	1&2&-9	-2&-9&5	-2&0&8	-0.3&0.0&0.5	11&-13&3	-6&3&-3	10&10&23	11&-5&-2	-2&1&-7
O=C1C(Cc2ccccc2)Nc2ncnc(N3CCCCC3)c2N1Cc1ccc(Cl)cc1 (configuration not stated)	5	51*	28	0.8	10	-2	8	2	-1

Only EBI2 antag, for some of the entries so far:
| canonical_smiles | EBI2 antag |
| --- | --- |
| Cc1ccc(-n2nnnc2-c2nc3ccccc3s2)cc1 | 1 |
| COc1ccc(N/N=C(C)/C(=N/O)C(=O)Nc2ccccc2)cc1 | 2 |
| O=C1CC(c2ccco2)CC2=C1C(c1ccccc1)n1nc(C(F)(F)F)nc1N2 (configuration not stated) | 6 |

CCR6 antag, entries above that show a hit
canonical_smiles,CCR6 antag,CXCR6 inh,Jurkat NFkB inh,EBI2 antag,697 NFkB inh,Mdm2-MdmX inh
O=C1C(Cc2ccccc2)Nc2ncnc(N3CCCCC3)c2N1Cc1ccc(Cl)cc1 (configuration not stated),51*,28,10,-2,8,2

Next part:
SMILES	Gli-Sufu antag	CCR6 antag	CXCR6 inh	CHOP UPR activ	Jurkat NFkB inh	EBI2 antag	697 NFkB inh	Mdm2-MdmX inh	UPR XBP1 act
COc1ccc(CNC(=O)c2cc(C(=O)C3CC3)c[nH]2)cc1	9	0	-14	-0.7	-1	7	3	9	-4
COc1ccc(CNC(=O)CS(=O)(=O)Cc2nc(-c3cccc(OC)c3)oc2C)cc1	10	18	1	-0.5	12	-6	-20	-9	-6
O=C(OCCN1CCOCC1)c1cccnc1	5&1	8&-2	-6&0	0.6&-1.1	-5&1	-8&-2	4&6	29&1	-1&2
Cn1cccc1Cc1nnc(SCC(=O)NCCc2ccccc2)n1-c1ccc(F)cc1	7	16	1	-0.1	15	29	0	24	0
CN(C)S(=O)(=O)c1cccc(NC(=O)CCSc2ccc(Cl)cc2)c1	2	21	-5	-0.8	18	0	-1	4	1
Cc1ccc(C2CC(C(F)(F)F)n3ncc(C(=O)NCc4ccco4)c3N2)cc1 (configuration not stated)	-5	1	2	1.7	5	5	-9	-5	3
COCCCNc1nc2c(-c3ccc(C)cc3)nnn2c2ccccc12	4	4	-7	3.8	-69	-4	-91	1	8
COCCN(C(=O)c1ccccc1F)c1nnc(-c2ccc(OC)cc2)s1	-14	9	15	4.7	-28	0	-46	25	0
Cc1cccc(NC(=S)NC(NC(=O)c2ccco2)C(Cl)(Cl)Cl)c1 (configuration not stated)	2	14	-2	-1.3	-1	-14	-12	14	-2
O=C(CSc1nnc(-c2ccncc2)n1Cc1ccco1)OC1CCCCC1	6	6	8	-2.0	4	-4	12	-14	-1
O=C(O)CNS(=O)(=O)c1ccc(F)cc1	2	12	0	-0.6	-10	-6	9	12	5
Cc1nc(N2CCOCC2)c2c(C)c(C(=O)Nc3ccc(C(F)(F)F)cc3)sc2n1	27	3	-9	1.4	-6	-1	7	27	-2
C=C1CCC[C@]2(C)C[C@H]3OC(=O)C(CNCC(C)C)[C@H]3CC12 (some centres not stated)	9	8	0	-0.5	7	-2	13	20	-1
Cc1ccc(C)c(NC(=O)CSc2nnc3n2CCCCC3)c1	/	12	-2	0.4	-10	-17	2	13	0
O=C(NCc1csc2ccc(Cl)cc12)Nc1ccccc1	-1	-2	-4	0.0	13	5	-3	21	1
CCN1CCN(CC#CCOc2ccccc2OC)CC1	30	-1	10	1.4	-13	0	-39	-5	-2
COc1ccc(S(=O)(=O)N2CCC(N3CCCC3)CC2)cc1	16	-3	-2	-1.9	6	-6	-23	20	-2
N#C/C(=C\C1CC=CCC1)c1nc2ccccc2[nH]1 (configuration not stated)	/	17	14	-0.8	-18	1	11	-6	-1
CC(Oc1ccccc1)C(=O)N1CCN(C(=O)C(C)Oc2ccccc2)CC1 (configuration not stated)	-3	-7	5	0.6	2	8	0	11	-3
CC/C(=N\NS(=O)(=O)c1ccc(C)cc1)c1ccco1	5	7	13	0.2	8	-8	6	11	-5
CCOC(=O)c1c(CSC(=N)N)n(-c2ccc(Br)cc2)c2cc(Br)c(OC(C)=O)cc12	10	12	6	/	/	-40	/	/	/
c1ccc(-c2nc(N3CCCCCC3)nc(-n3ccnc3)n2)cc1	-7	28	4	7.0	-50	11	-110	3	15
O=C(NNC(=O)C1COc2ccccc2O1)c1ccccc1 (configuration not stated)	-7	-13	2	-0.5	-12	2	3	-3	0
O=[N+]([O-])c1ccccc1/C=C/C=N/n1c(-c2ccccc2)n[nH]c1=S	-1	9	14	-0.3	0	-20	-15	-3	1
Cc1cccc(NC(=O)Nc2cccc(Oc3c(F)c(F)c(F)c(F)c3F)c2)c1	2	-14	-11	17	-12	28	5	74*	-1
CCOC(=O)N1CCN(C(=O)c2ccc3nc(SCc4ccc(F)cc4)n(C)c3c2)CC1	16	-2	3	1.3	-19	4	-42	0	4
COc1ccc(C2=NN(C(=O)/C=C/c3ccccc3)C(c3ccccc3)C2)c(OC(C)=O)c1 (configuration not stated)	2	19	9	1.1	16	23	14	58*	-1
CN(C1CCCCC1)C(CNS(=O)(=O)c1ccccc1)c1ccccc1 (configuration not stated)	42	15	7	-0.3	8	1	7	8	1
COc1ccc(-c2nnc3ccc(SCC(N)=O)nn23)cc1OC	2	-7	1	-0.1	4	-2	14	-8	3
COc1ccc(Cl)cc1NC(=O)CSc1nc(NS(=O)(=O)c2ccccc2)cc(=O)[nH]1	4	2	-6	3.1	9	12	-13	-31	-3
COc1cc(C(c2sc3nc(C)nn3c2O)N2CC(C)OC(C)C2)cc(OC)c1OC (configuration not stated)	3	4	6	2.0	-2	-4	6	16	-1
Nc1nnc(SCC(=O)NC2CCCCCCC2)s1	-2	0	-13	1.1	5	-26	28	-2	2
O=C(c1ccc(S(=O)(=O)N2CCCCCC2)cc1)N1CCN(Cc2ccccc2)CC1	4	6	6	-0.4	6	-1	-10	-22	-1
Cc1cccc(-n2c(=S)[nH]c3sc4c(c3c2=O)CCc2ccccc2-4)c1	1	6	-11	2.1	21	27	2	6	-1
Oc1ccccc1CNc1nccs1	2	-2	-4	1.1	-7	-1	14	-5	1
CCCOc1ccc(Cc2c(O)nc(SC)[nH]c2=O)cc1	3	9	3	0.8	-9	-5	-8	-14	-3
COc1cc(CNC(C)c2ccccc2)cc(Br)c1OCc1ccc(F)cc1 (configuration not stated)	31	14	6	1.0	7	10	13	60*	6
COc1ccc(Cl)cc1-c1nc(SCC(=O)NC2CCCC2)n[nH]1	-1	15	8	-1.1	3	5	17	20	-5
CCn1c(SCCN2CCCCC2)nnc1-c1ccc(S(=O)(=O)N2CCOCC2)cc1	8	10	5	-1.2	1	1	-1	42	-1
O=C(Nc1ccc(F)cc1F)c1cccnc1	2	5	6	-0.7	5	-9	1	7	0
CCSc1nnc(Cc2cc(=O)[nH]c(=O)[nH]2)n1-c1ccc(F)cc1	-5	8	0	1.2	5	0	20	-1	-3
O=C(O)c1ccccc1-c1ccccc1C(=O)Nc1ccc2c(c1)CCC2	1	0	6	2.7	-9	5	0	1	-5
COC(=O)c1ccc(COC(=O)CSCC(=O)Nc2ccc(C)cc2C)cc1	-14	22	-6	0.0	-10	-10	-9	5	0
Cc1cccc2cc(C#N)c(SCC(=O)N3CC(=O)Nc4ccccc43)nc12	44	13	1	-1.7	48	57*	-36	49	5
O=C(O)CSc1nc(-c2ccccc2)cc(=O)[nH]1	-1	-2	-10	-1.3	5	-11	-11	14	0
O=C(N[C@@H](Cc1ccc(O)cc1)C(=O)O)C(c1ccccc1)c1ccccc1	-3	2	1	1.3	22	-7	21	-4	0
Cc1n[nH]c(=S)n1/N=C/c1ccccc1OCc1ccc(Cl)cc1Cl	-10	16	3	2.2	9	-13	-8	53*	16
CCOP(=O)(OCC)C(NC(=O)Nc1ccccc1)c1ccccc1 (configuration not stated)	6	-6	-7	3.3	-2	-2	-2	-21	1
CCOc1ccc(N(C(=O)c2snc(C(N)=O)c2N)C(CC)C(=O)NC2CCCC2)cc1 (configuration not stated)	1	10	-5	1.2	-1	3	14	5	-5
CCOC(=O)Cc1c(C)nc2c(-c3ccccc3)c(-c3ccccc3)[nH]n2c1=O	1	12	10	0.2	-1	1	7	31	-2

(cont.)
SMILES	Gli-Sufu antag	CCR6 antag	CXCR6 inh	CHOP UPR activ	Jurkat NFkB inh	EBI2 antag	697 NFkB inh	Mdm2-MdmX inh	UPR XBP1 act
COc1ccc2ccccc2c1C1CC(=O)N2CN(C)CSC2=C1C#N (configuration not stated)	10	-13	2	1.3	5	-4	-10	-18	-3
Cc1ccc(NC(=O)CCC(=O)c2cccs2)cc1F	-18	15	1	3.5	-7	-16	3	-12	1
CCOc1ccccc1NC(=O)CCCc1nc2ccccc2c(=O)[nH]1	-15	0	2	1.5	5	-5	18	65*	-2
CN1CCN(C(=O)c2ccc(-c3nn(C)c(=O)c4ccccc34)cc2)CC1	3	0	0	-1.5	4	5	23	9	-2
CN(C)S(=O)(=O)c1cc(NC(=O)CN2CCN(c3ccccc3O)CC2)ccc1Cl	0	3	-7	-1.5	4	-5	12	0	0
O=C(CN1CCN(c2ccccn2)CC1)Nc1ccc(Oc2ccccc2)cc1	1	11	3	1.0	8	0	-25	-6	-2
CCOC(=O)C1CN(S(=O)(=O)c2ccc(C)cc2)c2ccccc2O1 (configuration not stated)	1	29	4	-0.5	-7	-2	2	-25	1
O=C(CN(c1ccc(Br)cc1)S(=O)(=O)c1ccc(Cl)c([N+](=O)[O-])c1)NCC1CCCO1 (configuration not stated)	6	3	-4	/	/	27	/	/	/
Oc1ccc(-c2ccccc2)cc1CN1CCCCCC1	3	8	-6	0.0	-9	-13	2	26	3

Molecules listed so far containing bromine:
SMILES	Gli-Sufu antag	CCR6 antag	CXCR6 inh	CHOP UPR activ	Jurkat NFkB inh	EBI2 antag	697 NFkB inh	Mdm2-MdmX inh	UPR XBP1 act
CCOC(=O)c1c(CSC(=N)N)n(-c2ccc(Br)cc2)c2cc(Br)c(OC(C)=O)cc12	10	12	6	/	/	-40	/	/	/
COc1cc(CNC(C)c2ccccc2)cc(Br)c1OCc1ccc(F)cc1 (configuration not stated)	31	14	6	1.0	7	10	13	60*	6
O=C(CN(c1ccc(Br)cc1)S(=O)(=O)c1ccc(Cl)c([N+](=O)[O-])c1)NCC1CCCO1 (configuration not stated)	6	3	-4	/	/	27	/	/	/
